Bioassay records: PubChem, Broad Institute
U2OS ROS induce: ROS inducers in U2OS cancer cells, primary screen, cell-based, H2DCF-DA fluorescence; ROS induction (% of piperlongumine), % at 10 µM; U2OS ROS induction; 46,000 tested, 2% active; in the data active = ROS induction above about 79%, passing the limit was not always enough;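 note: 0% = DMSO vehicle median and 100% = reference compound median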
Numbers without * were called inactive.

SMILES	U2OS ROS induce
CC(=O)OC(c1nc2ccccc2c(=O)n1C1CC2(OC1=O)c1ccccc1N1C(=O)C(C)(C)N(O)C12)C(C)C (configuration not stated)	5.9
CCOc1ccc(Oc2nc(Nc3ccc(C)cc3)nc(N(C)C)n2)nn1	2.3
Cc1cc(=O)oc2cc(OC3OC(CO)C(O)C(O)C3O)ccc12 (configuration not stated)	10.6
C[C@@H]1CN([C@H](C)CO)C(=O)c2cc(NC(=O)Nc3ccc(F)cc3)ccc2O[C@@H]1CN(C)Cc1ccc2c(c1)OCO2	2.2
COc1ccc([C@@H]2CC(=O)c3c(O)cc(O[C@@H]4O[C@H](CO[C@H]5O[C@@H](C)[C@H](O)[C@@H](O)[C@H]5O)[C@@H](O)[C@H](O)[C@H]4O)cc3O2)cc1O	7.6
Cc1ccc(C(=O)NC(C)C)cc1	-22.3
COc1ccc(/C=C2\SC(=S)N(CCCC(=O)O)C2=O)cc1OC	137.6*
CC1CCc2nc(NC(=O)c3ccc(Cc4ccccc4)cc3)sc2C1 (configuration not stated)	54.0
COc1ccc(-c2csc(Nc3ccc(S(=O)(=O)Nc4cc(C)on4)cc3)n2)cc1C	32.6
O=c1cc(-c2ccc(O)c(O)c2)oc2cc(O)cc(O)c12	-1.5
O=C1c2cccc3cccc(c23)C(=O)N1CCN1CCN(C(=S)Nc2cccc(S(=O)(=O)C(F)F)c2)CC1	-10.3
C[C@@H]1CN([C@@H](C)CO)C(=O)c2cccc(NC(=O)Nc3ccc(F)cc3)c2O[C@H]1CN(C)C(=O)Nc1ccccc1	3.7
CCOc1ccc(NC(=O)Cn2c3c(c(-c4ccccc4)cc2=O)CCCC3)cc1	3.3
COc1ccc(S(=O)(=O)N(C)C[C@@H]2Oc3ccc(NC(=O)Nc4cccc5ccccc45)cc3C(=O)N([C@@H](C)CO)C[C@H]2C)cc1	29.0
Cc1noc(C)c1NC(=O)N(C)C[C@H]1Oc2ccc(NC(=O)NC3CCCCC3)cc2CC(=O)N([C@@H](C)CO)C[C@H]1C	-3.6
CN1C2CC[C@H]1CC(OC(=O)C(O)c1ccccc1)C2 (some centres not stated)	-6.9
Cc1ccc(O)c(/C=N/NC(=O)CCCCC(=O)NO)c1	0.9
COc1ccc(CCC(=O)c2ccc(OC)cc2O)cc1	-3.3
O=c1c2ccccc2nc(-c2ccccc2)n1Nc1ccc(F)cc1F	12.7
CCc1cc(OCCSc2nc(C)cc(=O)[nH]2)ccc1Cl	6.8
C[C@@H]1CN([C@@H](C)CO)C(=O)Cc2cc(NS(=O)(=O)c3cccs3)ccc2O[C@@H]1CN(C)CC1CCCCC1	1.1
C[C@H]1CN([C@@H](C)CO)C(=O)CCCn2nncc2CO[C@H]1CN(C)C(=O)Nc1ccc2c(c1)OCO2	-0.3
Cc1ccc(S(=O)(=O)Nc2cccc3c2O[C@@H](CN(C)Cc2ccc4c(c2)OCO4)[C@H](C)CN([C@@H](C)CO)C3=O)cc1	-2.9
C[C@H](CO)N1C[C@H](C)[C@@H](CN(C)S(=O)(=O)c2ccc(C#N)cc2)OCc2cnnn2CCCC1=O	15.5
Cc1ccc(S(=O)(=O)N(C)C[C@H]2Oc3ccc(NC(=O)NC4CCCCC4)cc3C(=O)N([C@H](C)CO)C[C@H]2C)cc1	1.1

Additional results
SMILES	U2OS ROS induce
C[C@H]1CN([C@@H](C)CO)C(=O)Cc2cc(NS(C)(=O)=O)ccc2O[C@@H]1CN(C)C(=O)Nc1ccc2c(c1)OCO2	6.7
COc1ccc(OC)c(S(=O)(=O)NC2CCS(=O)(=O)C2)c1 (configuration not stated)	-7.9
CCOC(=O)COc1nc(-c2ccccc2)cc(-c2ccccc2)c1C#N	57.2
C[C@H]1CN([C@@H](C)CO)C(=O)Cc2cc(NC(=O)NC3CCCCC3)ccc2O[C@@H]1CN(C)S(=O)(=O)c1ccccc1	5.0
CC(C)=CCC1Cc2c(cc(O)c(C(=O)C(C)C)c2O)OC1(C)C (configuration not stated)	-4.3
CS(=O)(=O)N(CC(=O)Nc1ccccc1Br)c1ccccc1F	-5.0
COc1cc(Br)cc(CNc2cc(C)on2)c1O	25.5
C[C@@H]1CN([C@H](C)CO)C(=O)CCCn2cc(nn2)CO[C@H]1CN(C)CC1CCCCC1	4.6
CNC(=O)Nc1ccc2snnc2c1	1.0
CC(=NC(=S)c1ccc(Cl)cc1)N(C)C	-24.8
COc1ccc(S(=O)(=O)N(C)C[C@@H]2Oc3ccc(NC(=O)Cn4cnnn4)cc3C(=O)N([C@@H](C)CO)C[C@H]2C)cc1	-1.7
CC(C)NC(=O)Nc1ccc2c(c1)CC(=O)N([C@@H](C)CO)C[C@H](C)[C@@H](CN(C)Cc1ccc(Oc3ccccc3)cc1)O2	26.2
CCc1ccc(CCC(=O)Nc2ccc(Cl)cc2Cl)o1	-0.3
Cc1noc(C)c1NC(=O)Nc1cccc2c1O[C@H](CN(C)C(=O)NC(C)C)[C@@H](C)CN([C@H](C)CO)C2=O	-4.2
Cc1ccc(S(=O)(=O)Nc2cccc3c2O[C@@H](CN(C)S(=O)(=O)c2ccc(C)cc2)[C@H](C)CN([C@@H](C)CO)C3=O)cc1	-13.0
Cc1noc(C)c1NC(=O)N(C)C[C@@H]1Oc2c(NS(C)(=O)=O)cccc2C(=O)N([C@H](C)CO)C[C@@H]1C	-9.2
COc1ccc(CN(C)C[C@@H]2Oc3ccc(NC(=O)Nc4ccc(C(F)(F)F)cc4)cc3CC(=O)N([C@H](C)CO)C[C@@H]2C)cc1	6.2
CC(C)N(C(=O)Cn1ncc2c(=O)oc3ccccc3c21)C1CCCCC1	14.1
C[C@@H]1CN([C@H](C)CO)C(=O)c2cccc(NC(=O)Nc3ccc(C(F)(F)F)cc3)c2O[C@H]1CN(C)Cc1ccc(Oc2ccccc2)cc1	6.8
CCCCCCCCCC(=O)N[C@H](CN1CCOCC1)[C@H](O)c1ccccc1	60.4
Cc1noc(C)c1S(=O)(=O)N(C)C[C@H]1OCc2cn(nn2)CCCC(=O)N([C@H](C)CO)C[C@@H]1C	-17.1
COc1cccc(C(=O)OCC(=O)c2ccccc2)c1OC	3.0
Cc1noc(C)c1NC(=O)Nc1cccc2c1O[C@H](CN(C)S(C)(=O)=O)[C@@H](C)CN([C@@H](C)CO)C2=O	-10.7
C[C@@H]1CN([C@H](C)CO)C(=O)c2cc(NC(=O)Cn3cnnn3)ccc2O[C@@H]1CN(C)S(=O)(=O)c1ccc(Cl)cc1	-4.9
Cn1cc(/C(Cc2ccccc2)=N\O)c2ccccc21	8.6

Next entries follow.
SMILES	U2OS ROS induce
O=C(O)c1ccc(CNCc2ccccc2)s1	-14.0
Cc1ccc(S(=O)(=O)N(C)C[C@H]2Oc3ccc(NS(=O)(=O)c4cccs4)cc3C(=O)N([C@H](C)CO)C[C@H]2C)cc1	3.8
C[C@H](CO)N1C[C@H](C)[C@H](CN(C)C)Oc2ccc(NS(C)(=O)=O)cc2CC1=O	-12.2
COc1cc2c(cc1OC)C(COc1cccc(C(F)(F)F)c1)N(C(=O)c1ccco1)CC2 (configuration not stated)	38.6
COc1ccc(S(=O)(=O)N(C)C[C@H]2Oc3ccc(NS(C)(=O)=O)cc3C(=O)N([C@@H](C)CO)C[C@@H]2C)cc1	-2.0
O=C(NCc1ccc(F)cc1)[C@@H]1C[C@@H]2C(=O)N3CCC[C@H]3C(=O)N2[C@@H]1c1cccc(OCCO)c1	14.0
COC(=O)CNc1c(F)c(F)nc(F)c1F	-2.1
C[C@@H]1CCCCO[C@H](CN(C)C(=O)c2ccncc2)[C@@H](C)CN([C@H](C)CO)C(=O)c2cc(NC(=O)NC3CCCCC3)ccc2O1	122.6*
CC(C)NC(=O)Nc1ccc2c(c1)C(=O)N([C@@H](C)CO)C[C@@H](C)[C@H](CN(C)C(=O)Nc1ccc(C(F)(F)F)cc1)O2	10.3
COc1ccc(Cl)cc1NC(=O)CN(c1ccc(Br)c(C)c1)S(C)(=O)=O	0.6
Cc1ccc(S(=O)(=O)N(C)C[C@@H]2Oc3ccc(NC(=O)Nc4c(C)noc4C)cc3C(=O)N([C@@H](C)CO)C[C@H]2C)cc1	-6.9
Cc1ccc(S(=O)(=O)N2CCC(=O)c3ccccc32)cc1	11.6
C=C1C(=O)O[C@@H]2[C@H]3O[C@]3(C)CCC=C(C)CC[C@@H]12	101.1*
O=C(Nc1cccc2ccccc12)OCCn1ncc2ccccc2c1=O	-3.5
C[C@H]1CN([C@@H](C)CO)C(=O)c2cc(NS(C)(=O)=O)ccc2O[C@@H]1CN(C)Cc1ccc2c(c1)OCO2	3.5
CCCCC1CCC(C(=O)Oc2ccc(OCC)cc2)CC1 (configuration not stated)	-5.4
C[C@H](CO)N1C[C@H](C)[C@H](CN(C)Cc2ccc(-c3ccccc3)cc2)Oc2ccc(NC(=O)c3ccncc3)cc2C1=O	11.0
CC(=O)Nc1ccccc1-c1nc2ccccc2nc1OCC(=O)c1ccc2ccccc2c1	31.8
c1ccc2c(c1)nc(N1CCCC1)c1nncn12	11.3
COC(=O)C(C)Sc1ncnc2scc(-c3ccc(Cl)cc3)c12 (configuration not stated)	-3.8
Cc1nc(COc2ccccc2Cl)sc1C(=O)/C=C/N(C)C	51.6
C[C@H](CO)N1C[C@H](C)[C@H](CN(C)S(=O)(=O)c2ccccc2)Oc2c(NC(=O)Nc3cccc4ccccc34)cccc2C1=O	-0.1
Cc1ccc(S(=O)(=O)/N=S(\C)c2ccccc2)cc1 (configuration not stated)	-16.1
Cc1cc(C(=O)Nc2cccc3c2O[C@@H](CN(C)C(=O)Nc2ccc4c(c2)OCO4)[C@@H](C)CN([C@@H](C)CO)C3=O)n(C)n1	-13.3
C[C@@H]1CCCCO[C@H](CN(C)S(C)(=O)=O)[C@@H](C)CN([C@H](C)CO)C(=O)c2cc(NC(=O)Nc3ccccc3)ccc2O1	5.0

Carrying on:
SMILES	U2OS ROS induce
C[C@@H]1CCCCO[C@@H](CN(C)CC2CCCCC2)[C@@H](C)CN([C@H](C)CO)C(=O)c2cc(NC(=O)Nc3ccc(F)cc3)ccc2O1	68.6
CCOC(=O)N1CCC(NC(=O)C2CCCN(C(=O)N3CCOc4ccccc43)C2)CC1 (configuration not stated)	-9.2
NS(=O)(=O)c1ccc(N=Cc2c(O)[nH]c3ccccc23)cc1	9.2
O=C(CC(O)(CC(=O)OCc1ccc(O[C@@H]2O[C@H](CO)[C@@H](O)[C@H](O)[C@H]2O)cc1)C(=O)OCc1ccc(O[C@@H]2O[C@H](CO)[C@@H](O)[C@H](O)[C@H]2O)cc1)OCc1ccc(O[C@@H]2O[C@H](CO)[C@@H](O)[C@H](O)[C@H]2O)cc1	1.7
CCC(NS(=O)(=O)c1c(C)[nH]c(=O)[nH]c1=O)C12CC3CC(CC(C3)C1)C2 (configuration not stated)	-7.4
COc1ccc(S(=O)(=O)N(C)C[C@@H]2Oc3c(NC(=O)c4ccc(-c5nccs5)cc4)cccc3C(=O)N([C@H](C)CO)C[C@H]2C)cc1	0.9
CS(=O)(=O)Nc1ccc(Br)cc1	-13.7
C[C@@H]1CN([C@@H](C)CO)C(=O)c2cc(NC(=O)CCN3CCOCC3)ccc2O[C@H]1CN(C)S(=O)(=O)c1ccc(F)cc1	-3.8
Cc1nc2nc[nH]n2c(=O)c1NS(=O)(=O)c1ccc(C2CCCCC2)cc1	11.0
COc1ccc(S(=O)(=O)N(C)C[C@H]2OCc3cnnn3CCCC(=O)N([C@H](C)CO)C[C@@H]2C)cc1	-13.6
C[C@H]1CN([C@@H](C)CO)C(=O)c2cc(NC(=O)CCN3CCOCC3)ccc2O[C@H]1CN(C)Cc1ccncc1	-0.8
Nc1c(C(=O)NCc2ccccc2)c2nc3ccccc3nc2n1CCO	48.0
O=C(CCSc1nc(-c2ccccc2)cs1)Nc1ccccc1	105.6*
C[C@@H]1CN([C@H](C)CO)C(=O)Cc2cc(NC(=O)c3ccncc3)ccc2O[C@H]1CN(C)Cc1ccc(-c2ccccc2)cc1	19.8
O=C1CCC(c2ccccc2)=NN1Cc1c(F)cccc1Cl	-11.9
CCOc1ccc2nc(SCC(=O)O)nc(C)c2c1	18.2
COc1ccc(NC(=O)N(C)C[C@H]2Oc3ccc(NC(=O)NC(C)C)cc3C(=O)N([C@H](C)CO)C[C@H]2C)cc1	-11.4
COc1ccc(S(=O)(=O)N(C)C[C@H]2Oc3c(NC(=O)C4CCOCC4)cccc3C(=O)N([C@H](C)CO)C[C@H]2C)cc1	3.7
Cc1cc(Oc2ccccc2)nc(SCCOc2ccccc2)n1	19.2

Sorted by molecular weight (low to high): some entries from above.
SMILES	U2OS ROS induce
CS(=O)(=O)Nc1ccc(Br)cc1	-13.7
CCOc1ccc2nc(SCC(=O)O)nc(C)c2c1	18.2
NS(=O)(=O)c1ccc(N=Cc2c(O)[nH]c3ccccc23)cc1	9.2
Cc1cc(Oc2ccccc2)nc(SCCOc2ccccc2)n1	19.2
O=C(CCSc1nc(-c2ccccc2)cs1)Nc1ccccc1	105.6*
CCC(NS(=O)(=O)c1c(C)[nH]c(=O)[nH]c1=O)C12CC3CC(CC(C3)C1)C2 (configuration not stated)	-7.4
Cc1nc2nc[nH]n2c(=O)c1NS(=O)(=O)c1ccc(C2CCCCC2)cc1	11.0
CCOC(=O)N1CCC(NC(=O)C2CCCN(C(=O)N3CCOc4ccccc43)C2)CC1 (configuration not stated)	-9.2
COc1ccc(S(=O)(=O)N(C)C[C@H]2OCc3cnnn3CCCC(=O)N([C@H](C)CO)C[C@@H]2C)cc1	-13.6
COc1ccc(NC(=O)N(C)C[C@H]2Oc3ccc(NC(=O)NC(C)C)cc3C(=O)N([C@H](C)CO)C[C@H]2C)cc1	-11.4
COc1ccc(S(=O)(=O)N(C)C[C@H]2Oc3c(NC(=O)C4CCOCC4)cccc3C(=O)N([C@H](C)CO)C[C@H]2C)cc1	3.7
C[C@@H]1CN([C@H](C)CO)C(=O)Cc2cc(NC(=O)c3ccncc3)ccc2O[C@H]1CN(C)Cc1ccc(-c2ccccc2)cc1	19.8

This is a subset, so the mix of outcomes need not match the whole.
